# Vif-A3G inh = blocks the Vif interaction with human APOBEC3G | Q9HC16 | Potency, µM (highest dose often 46.1 µM), for inactives: top-dose activity, negative = active, hits mostly inhibitors | hit rate 0.076% among 410,000 | HeLa A3G-eYFP + Vif (tagged APOBEC3G with the HIV-1 protein that degrades it), YFP fluorescence, overnight | AID 602310;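 note: potency is the fitted concentration of half-maximal effect; % is set by controls: 0 for no effect and ±100 for the full control effect; nearly all actives have a fitted effect of over 60% in size; hits raise eYFP signal because A3G escapes Vif-driven loss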
# Target sequence (Q9HC16 whole entry, looked up): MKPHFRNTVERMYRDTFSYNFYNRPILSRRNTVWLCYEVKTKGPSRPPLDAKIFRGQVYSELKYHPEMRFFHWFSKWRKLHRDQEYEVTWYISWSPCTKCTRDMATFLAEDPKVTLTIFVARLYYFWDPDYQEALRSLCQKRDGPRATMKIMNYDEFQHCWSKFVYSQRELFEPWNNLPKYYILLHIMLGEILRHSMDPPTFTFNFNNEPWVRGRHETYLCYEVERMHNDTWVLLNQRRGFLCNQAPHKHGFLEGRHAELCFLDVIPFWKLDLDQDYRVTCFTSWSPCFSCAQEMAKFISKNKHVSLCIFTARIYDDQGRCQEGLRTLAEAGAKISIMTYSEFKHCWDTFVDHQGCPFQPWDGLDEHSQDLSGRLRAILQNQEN
#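 Read-out is eYFP fluorescence (Ex 488/Em 500-530) from Vif-expressing HeLa A3G-eYFP cells; more signal means A3G escaped Vif-mediated degradation. Cells plated overnight, compound pinned in, incubated overnight at 37 deg C.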
# Vif-APOBEC3F blk = blocks the Vif interaction with APOBEC3F; HeLa A3F-eYFP + Vif (tagged APOBEC3F with the HIV-1 protein that degrades it), YFP fluorescence increase; Potency, µM (titrated, usually from 46.1 µM), without a hit: at the top dose activity, negative = active; hit rate 0.2% among 390,000; note: potency is the fitted concentration of half-maximal effect; % of control where 0% means no effect; nearly all actives have a fitted effect of over 65% in size
#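 HeLa cells stably expressing A3F-eYFP plus Vif, plated and incubated overnight at 37 deg C, then exposed to compounds overnight at 37 deg C. Blocked degradation read as raised yellow fluorescence (Ex 488/Em 500-530).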
# D1 agonist = agonists of human D1 dopamine receptor. P21728. HEK293 T-REx D1 cells, calcium flux, agonist mode. activation, % at 2 µM. hit rate 1% among 360,000. AID 504660; in the data active = activation above about 30%; note: 0% is about no effect
#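 Tetracycline-induced HEK293 TREx D1 cells, force-coupled to calcium signalling, were dye-loaded with a no-wash calcium kit. Compound was pin-added after a 10 s baseline. Fluorescence was read kinetically at 1 cycle/s for 180 s, with calcium rises flagged as agonism.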
# LDHA inh = inhibitors of human lactate dehydrogenase A | hit rate 0.15% among 480,000 | activity change, % (values are at about 110 or 230 µM) | P00338 | AID 1347041 | purified LDHA, NADH/diaphorase-resazurin fluorescence; active compounds read low; in the data active = activity change below about -30%; inconclusive = mostly about -25% to -30%;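 note: plate controls were DMSO wells for no effect and wells without enzyme for full effect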
#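 Enzyme activity of human lactate dehydrogenase 5 (2 nM; 0.06 mM NADH, 0.2 mM pyruvate, 5 min, RT) is measured via a resazurin/diaphorase fluorescence readout of residual NADH.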
# D2 PAM = positively modulates the human D2 dopamine receptor allosterically | HEK293 T-REx D2, calcium flux, EC20 dopamine potentiation | P14416 | AID 485347 | potentiation, % at 10 µM | hit rate 0.34% among 340,000;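 active = potentiation over 3 SD above the plate norm, cut at about 30% in these data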; note: 0% is about no effect
# Target sequence (P14416 whole entry, looked up): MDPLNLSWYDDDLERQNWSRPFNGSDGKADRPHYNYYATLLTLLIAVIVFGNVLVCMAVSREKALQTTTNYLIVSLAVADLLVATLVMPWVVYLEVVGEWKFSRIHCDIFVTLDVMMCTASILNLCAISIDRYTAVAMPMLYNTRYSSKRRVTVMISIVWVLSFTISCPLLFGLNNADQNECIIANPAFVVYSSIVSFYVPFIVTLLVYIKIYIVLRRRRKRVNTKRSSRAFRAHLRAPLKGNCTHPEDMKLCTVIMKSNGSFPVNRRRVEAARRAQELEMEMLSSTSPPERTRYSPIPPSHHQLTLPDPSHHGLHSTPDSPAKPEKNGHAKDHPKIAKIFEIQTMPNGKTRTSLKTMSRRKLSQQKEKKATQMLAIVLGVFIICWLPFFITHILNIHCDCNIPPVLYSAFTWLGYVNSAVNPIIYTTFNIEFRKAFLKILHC
#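 Primary screen. Calcium kinetics in induced HEK293 T-REx D2 cells: compound pre-addition 180 s, EC20 dopamine, 180 s more.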
# Glioma ERSR ind = inducers of ER stress response in human glioma cells. U87-MG GRP78 promoter luciferase reporter, 16 h. Potency, µM, for inactives: top-dose activation, hits mostly activators. hit rate 0.02% among 420,000; note: potency is the fitted concentration of half-maximal effect; series mostly up to about 76 µM; % of control where 0% means no effect; nearly all actives have a fitted effect of over 35% in size
#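 ERSR induction read as luciferase luminescence (Bright-Glo, 10 min at room temperature) in stably transfected human U87-MG glioma cells exposed to compounds for 16 h, using GRP78 as sensor.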
# D1 antag = human D1 dopamine receptor antagonism; HEK293 TREx D1 cells, calcium flux, dopamine EC80; active compounds read low; activity change, negative = inhibition, % at 10 µM; hit rate 3.2% among 360,000; in the data active = activity change below about -30%; note: % is set by controls: 0 for no effect and ±100 for the full control effect
#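 Inducible Hek293 Trex D1 cells (tetracycline, overnight, 30 C). Calcium dye 30–90 min RT. Antagonist mode: EC80 dopamine added after 180 s compound read.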
# RXFP1 agonist = agonists of human relaxin receptor RXFP1; Q9HBX9; hit rate 0.3% among 370,000; Potency, µM (highest dose often 57.5 µM), inactives show at the top dose activation, actives largely listed as activators; HEK293T-RXFP1 cAMP TR-FRET, 30 min; response scale: percent of porcine relaxin response, buffer zero; note: potency is the fitted concentration of half-maximal effect; % is set by controls: 0 for no effect and ±100 for the full control effect; nearly all actives have a fitted effect of over 60% in size; many of its hits are not listed in these tables
#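 HEK293 cells stably expressing RXFP1, treated 30 min at 37C with compounds plus PDE4 inhibitor Ro 20174; cAMP measured by HTRF TR-FRET. Normalized to buffer and 29 nM porcine relaxin; EC50 by Hill fit.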
# D1 potentiator = enhances dopamine response at the human D1 receptor; AID 504651; hit rate 0.036% among 360,000; HEK293 TREx D1 cells, calcium flux, dopamine EC20 potentiation; potentiation, % at 10 µM; in the data active = potentiation above about 30%; note: 0% is about no effect
# * = called active by the depositor; ? = inconclusive; nt = no result given; & = joins results of further samples. Unless noted, calls come from the whole dose curve; as a rule, active = well fitted curve in the direction sought with a large enough effect; inconclusive = small, poorly fitted or top-dose-only effect, or another doubt; inactive = no such curve, though single readings can be large; an effect the other way counts as inactive or inconclusive.
compound,Vif-A3G inh,Vif-APOBEC3F blk,D1 agonist,LDHA inh,D2 PAM,Glioma ERSR ind,D1 antag,RXFP1 agonist,D1 potentiator
Cc1ccc(OCC(=O)N2CCCC(CO)(CCOc3ccccc3)C2)cc1 (stereo not given),0%,2%,5,-7,5,-4%,4,-5.0%,-2
C=COCCNC(=O)C(=O)NC(C)C,1%,-12%,-1,-9,-6,-4%,16,0.6%,-6
Cc1ccc(N2CC(C(=O)N3CCCc4ccccc43)CC2=O)cc1 (stereo not given),1%,3%,1,1,-15,-3%,2,0.8%,-6
c1ccc(-c2nnc3sc(-c4ccncc4)nn23)cc1,-1%,-6%,0,-7,5,1%,-9,9.9%,1
COc1ccc(N2CCN(CCCNC(=O)c3cnn(-c4ccc(C)cc4)c3-n3cccc3)CC2)cc1,5%,3%,8,4,1,-2%,-12,-0.1%,-2
O=c1[nH]c2ccccc2cc1CN(Cc1ccco1)S(=O)(=O)c1ccccc1,1%,7%,3,-9,1,-4%,-12,4.2%,nt
CCc1noc(C)c1C(=O)NNC(=O)COc1cc(C)ccc1C,1%,3%,5,0,2,-3%,13,1.3%,nt
Cc1ccc(C(=O)COC(=O)C2CC3CCCC(C2)C3=O)cc1[N+](=O)[O-] (stereo not given),2%,-10%,9,-8,5,0%,0,-0.8%,1
O=C(Nc1nc2cc3c(cc2s1)OCCO3)c1cccs1,1%,1%,1,-2,-3,-17%,2,2.6%,-5
Cc1ccc(C)c(NC(=O)CN(C)C(=O)c2cccc(S(=O)(=O)N(C)C)c2)c1,-2%,2%,2,-5,-7,-7%,-9,-3.2%,4
CC1CCN(C(=S)NC(=O)c2ccc(F)cc2)CC1,0%,11%,nt,-15,nt,0%,nt,nt,nt
Cc1ccccc1OCC(=O)OC(C(=O)c1ccccc1)c1ccccc1 (stereo not given),0%,-13%,20,-7,7,-2%,-23,-0.5%,-1
CCOc1ncccc1C(=O)OC(C)C(=O)NC(=O)NC1CCCCC1 (stereo not given),0%,-14%,3,-2,8,-6%,16,-1.5%,4
COc1ccc(OC)c(NC(=O)C2CCN(C(=O)C3CC(=O)N(c4ccc(C)cc4)C3)CC2)c1 (stereo not given),-3%,-18%,1,-3,-3,-7%,-6,0.4%,-8
Cn1c(=O)c2c(nc(-c3ccccc3)n2C)n(Cc2ccccc2)c1=O,0%,-13%,1,-2,-3,-2%,6,3.8%,0
CSc1ncnc2c1ncn2CCCNC1CCN(Cc2ccccc2)CC1,-4%,0%,nt,1,nt,0%,nt,nt,nt
CCOC(=O)CSc1ccc2nnc(CCNS(=O)(=O)c3ccccc3)n2n1,0%&-3%,-1%&-2%,1&0,-4&-3,-3&-4,-1%&-4%,-2&1,8.4%&5.2%,2&-1
CC1CC(C)CN(C(=O)CSc2nnc(CSc3ncccn3)n2C)C1 (stereo not given),-4%,nt,0,-5,21,-4%,-2,3.1%,1
O=C(Cc1ccccc1)N1CCC(c2nc(-c3ccc(F)cc3)no2)CC1,2%,0%,16,3,0,-4%,-11,-0.2%,-5
CN(Cc1ccc2c(c1)OCO2)C(=O)c1cc(-c2ccccc2)c(N2CCOCC2)s1,2%,-2%,0,0,-5,-2%,0,2.9%,3
COc1ccc(C2c3ccc4ccccc4c3Oc3ncn4nc(Cc5ccccc5)nc4c32)cc1OC (stereo not given),?,1%,1,1,-5,-1%,5,-1.6%,-5
Cc1nn(-c2ccccc2)c(/N=C/c2ccc(O)cc2)c1-c1ccccc1,-5%,0%,1,-5,-3,3%,-44*,4.1%,-8
O=c1[nH]c(=S)[nH]cc1Oc1ccc(Cl)cc1,0%,0%,nt,-4,nt,-7%,nt,nt,nt
COc1ccc(-c2cn3nc(N4CCCC(C(=O)Nc5cc(C)cc(C)c5)C4)sc3n2)cc1 (stereo not given),-1%,-4%,0,-16,3,-1%,-8,2.6%,-2
C[C@H](O)[C@@H]1C(=O)N2CCc3ccc(N4CCOCC4)cc3[C@@H]2C[C@@H]1N(C)S(=O)(=O)c1ccccc1,1%,3%,nt,-5,nt,-2%,nt,nt,nt

# Next part; it opens with the three that closed the last part.
compound,Vif-A3G inh,Vif-APOBEC3F blk,D1 agonist,LDHA inh,D2 PAM,Glioma ERSR ind,D1 antag,RXFP1 agonist,D1 potentiator
O=c1[nH]c(=S)[nH]cc1Oc1ccc(Cl)cc1,0%,0%,nt,-4,nt,-7%,nt,nt,nt
COc1ccc(-c2cn3nc(N4CCCC(C(=O)Nc5cc(C)cc(C)c5)C4)sc3n2)cc1 (stereo not given),-1%,-4%,0,-16,3,-1%,-8,2.6%,-2
C[C@H](O)[C@@H]1C(=O)N2CCc3ccc(N4CCOCC4)cc3[C@@H]2C[C@@H]1N(C)S(=O)(=O)c1ccccc1,1%,3%,nt,-5,nt,-2%,nt,nt,nt
CC(=O)N1CC(=O)N(CC(=O)Nc2ccc(Br)cc2)C1=S,1%,8%,-1,0,3,-5%,-1,0.0%,5
CCC(C(=O)OC(C)C(=O)Nc1ccc(Cl)cn1)c1ccccc1 (stereo not given),1%,1%,3,-13,-5,-2%,-15,0.5%,-8
CCOC(=O)C1CN(S(C)(=O)=O)c2cc(CC(=O)OC)ccc2O1 (stereo not given),-4%,0%,2,-3,9,1%,3,-0.9%,-3
O=C(O)COc1ccc(/C=N/NC(=O)c2ccc(-c3csc(Nc4ccc(Cl)cc4)n3)cc2)cc1,-1%,6%,0,-3,-6,-2%,-13,9.5%,-5
Cc1ccc(C(=O)Nc2ccc(NC(=O)c3cccs3)cc2)cc1[N+](=O)[O-],0%,-8%,5,-6,-3,-3%,4,2.0%,-5
CN(c1ccccc1)S(=O)(=O)c1cccc(NC(=O)c2cc3ccccc3oc2=O)c1,-1%,7%,1,-8,5,2%,-13,-3.8%,1
Fc1ccc(CNC(=S)Nc2cccc(C(F)(F)F)c2)cc1,-1%,-6%,-1,-1,12,-5%,-23,-0.9%,-12
Cc1ccc(C)c(NC(=O)CN2C(=O)CNC2=O)c1,2%,2%,0,-5,4,-2%,-6,-1.1%,7
Nc1nnc(CC(=O)N/N=C/c2ccccc2OCc2ccccc2F)s1,-22%,3%,1,-1,8,3%,-4,3.3%,-3
Cc1ccc(Sc2cc(C(=O)NCCN(C)C)c3ccccc3n2)cc1,-2%,0%,17,-1,-7,-2%,17,-1.1%,-9
CCOC(=O)C1CCCN(CC(=O)Nc2ccc(C(=O)Nc3ccccc3OC)cc2)C1 (stereo not given),-2%,-3%,6,-1,2,-3%,-25,-0.3%,-2
O=[N+]([O-])c1c(NCCCO)cc(Sc2nc3ccccc3s2)c2nonc12,-21%,-27%,nt,36,nt,-15%,nt,-1.1%,nt
C#Cc1ccc([C@H]2C=C(C(=O)Nc3ccccc3)O[C@@H](OCc3ccc(CO)cc3)C2)cc1,-12%,-1%,4,-6,-4,2%,2,0.0%,-6
O=c1ccc(-c2ccc(S(=O)(=O)N3CCN(c4ccccc4)CC3)o2)n[nH]1,-2%,-6%,2,-6,-6,-4%,-10,?,-2
COc1cccc(-c2nnc(SCC(=O)N3CCC(C)CC3)o2)c1,-3%,5%,5,-2,17,-2%,2,4.4%,-2
COc1ccc(-c2[nH]ncc2CNC(C)c2ccccc2Cl)cc1F (stereo not given),-8%,10%,7,-3,nt,-5%,4,2.4%,-1
CCOC(=O)c1c(NC(=O)CSc2nnc(CNc3ccc(C)cc3C)o2)sc(C)c1C,-2%,4%,1,4,-14,0%,-1,-1.3%,-5
COc1ccc2[nH]c(=O)c(CN(Cc3cccnc3)C(=S)NCC3CCCO3)cc2c1 (stereo not given),0%,18%,3,-1,1,3%,5,3.6%,-1
CCOC(=O)c1cnc2c(C)cccc2c1Nc1cccc(C(=O)O)c1,0%,1%,1,-17,-1,5%,-6,3.0%,-5
O=[N+]([O-])C(=C1Nc2ccccc2N1)/C(Cl)=C(/Cl)Br,1%,5%,1,3,7,2%,12,1.8%,-3
CCOc1ccccc1NC(C)C(=O)Nc1cc(C(F)(F)F)ccc1N1CCOCC1 (stereo not given),0%,0%,1,-3,13,-5%,7,0.6%,2
CC/C(=N\O)c1c(O)c2c(n(-c3ccccc3)c1=O)CCCC2,1%,0%,1,-7,11,0%,-4,5.1%,-6
O=C(NC1CCNCC1)C1CCCCC1,0%,5%,7,-8,-3,-7%,8,0.3%,-3
Cc1ccc(-n2c(=O)c3c(C)c(C(=O)N(C)C)sc3n(CC(=O)C(C)(C)C)c2=O)cc1C,2%,0%,2,-2,-17,-10%,9,3.1%,3
CC(C)c1ccc(Nc2nnc(SC3CCOC3=O)s2)cc1 (stereo not given),0%,2%,5,-5,5,11%,6,-0.4%,-2

# Other entries follow.
compound,Vif-A3G inh,Vif-APOBEC3F blk,D1 agonist,LDHA inh,D2 PAM,Glioma ERSR ind,D1 antag,RXFP1 agonist,D1 potentiator
CN(C)C(CNC(=O)c1cc(Br)c(Br)s1)c1ccco1 (stereo not given),-10%,-7%,nt,-4,nt,1%,nt,nt,nt
Cc1cc(C)cc(OCC(O)Cn2nc(C)cc2C)c1 (stereo not given),-1%,8%,3,-17,-7,-4%,-2,4.5%,-3
Cc1cc2c(c(SCC#N)n1)C(=O)OC2,-5%,-7%,2,-6,10,-3%,-16,4.5%,-2
COc1ccc(C(CNC(=O)c2cccc(S(=O)(=O)N3CCOCC3)c2)N2CCOCC2)cc1 (stereo not given),-4%,11%,nt,-11,nt,-7%,nt,nt,nt
Cc1ccc(C(=O)N2CCC3(CC2)NCCc2[nH]cnc23)cc1C,0%,-1%,1,-13,12,-1%,-8,0.3%,-2
CCOC(=O)c1cnc2c(C)c(C)ccc2c1NCCN1CCOCC1,7%,1%,1,4,7,-1%,14,4.2%,3
S=C(NCCC(c1ccccc1)c1ccccc1)Nc1cccc(Cl)c1,5%,-17%,3,-7,8,-5%,-49*,-1.8%,-4
NC(=O)C[N+]1(CC#CC(O)(c2ccccc2)c2ccccc2)CCCC1,2%,12%,-1,-12,4,-5%,5,-1.9%,-1

# From PubChem BioAssay

# A portion of the library; rates above refer to the full screens.
